MsrA act: bovine MsrA enzyme activators, primary screen, biochemical, absorbance, HTS | purified bovine MsrA, absorbance read-out | activation, % at 10.6 µM | 360,000 compounds, 0.3% hits | Methionine sulfoxide reductase A (Bos taurus); in the data active means activation above about 7.5%;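 further: 0% = vehicle and 100% = reference activator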
MLLE-PAM2 inh: inhibitors of PABP1 MLLE–PAM2 peptide binding, primary screen, biochemical, fluorescence polarization, FITC-PAM2, GST-MLLE; AID 588489, 2011; inhibition, % at 20 µM; 360,000 compounds, 0.36% hits; Polyadenylate-binding protein 1 (Homo sapiens), P11940; in the data active means inhibition above about 35%, passing the limit was not always enough;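 further: plate controls were DMSO wells with GST-MLLE for no effect and wells lacking GST-MLLE protein for full effect; some results filed as inactive read as strong as hits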
E coli Lon inh: inhibitors of E. coli Lon protease, primary screen, biochemical, fluorescence polarization; purified E. coli Lon protease; 360,000 compounds, 0.42% hits; P0A9M0; inhibition, % at 7.94 µM; in the data active means inhibition above about 13%, passing the limit was not always enough;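 further: 0% = enzyme with probe and DMSO and 100% = no enzyme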
SKN-1 block: suppressors of acrylamide-induced Pgst-4::GFP reporter in worms, primary screen, SKN-1 inhibitor project, whole organism, uHTS, GFP/RFP fluorescence ratio, strain VP596; AID 624304, 2012; C. elegans VP596 Pgst-4::GFP/RFP ratio, 24 h; inhibition, % at 21.8 µM; 360,000 compounds, 0.49% hits;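 active means interference check ratio from 0.5 to 1.5 plus GFP to RFP signal ratio inhibition reaching or exceeding a fixed threshold, cut at about 30% in these data, passing the limit was not always enough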; further: some compounds called inactive have numbers as strong as hits
Neddyl block: inhibitors of cullin neddylation, primary screen, biochemical, TR-FRET, uHTS, NAE and Ubc12; AID 651699, 2012; 360,000 compounds, 0.58% hits; NEDD8-conjugating enzyme Ubc12 (Homo sapiens) + NEDD8-activating enzyme E1 regulatory …; calls only at 25 µM; in the data active means inhibition above about 36%
NRP1-CendR mod: modulators of CendR peptide binding to NRP-1, primary screen, biochemical, fluorescence polarization, uHTS. Neuropilin-1 (Homo sapiens), O14786. FAM-RPARPAR peptide binding to NRP-1. inhibition, % at 25 µM. AID 602438, 2012. 360,000 compounds, 0.85% hits;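 active means inhibition or corrected inhibition above about 18%, plus a signal ratio from 0.5 to 1.5, limit read from the data, passing the limit was not always enough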; further: strong numbers were not always called active
MT1-MMP act inh: blockers of MT1-MMP proenzyme processing, primary screen, HT1080 RFP-PRO-GFP cells, GFP/RFP fluorescence. 360,000 compounds, 0.061% hits. GFP/RFP ratio change, % at 20 µM. Matrix metalloproteinase-14 (Homo sapiens), P50281. GFP/RFP ratio fluorescence, overnight; percent of plate control window, DMSO zero;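 active means GFP/RFP ratio change of at least 30% with cell ATP level not reduced by more than half and red fluorescence within 50% of control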; further: strong numbers were not always called active
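Compound: 20 µM single dose, 1% DMSO / System: HT1080 RFP-PRO-GFP cells / Controls: DMSO and RFP-L50D-GFP cell wells / Read-out basis: GFP/RFP fluorescence ratio / Schedule: overnight compound exposure at 37 °C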
FAS TE block: FAS thioesterase domain inhibitors, primary screen, biochemical, fluorescence intensity, uHTS; recombinant FAS-TE, OMFH fluorogenic substrate, fluorescence endpoint; inhibition, % at 15 µM; 360,000 compounds, 0.67% hits; AID 602261, 2012;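 active means compounds whose normalised, plate-corrected inhibition of enzyme fluorescence in the single-dose primary screen is 50% or more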;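 further: 0% = DMSO with enzyme and 100% = substrate without enzyme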
Rin1 Abl inh: inhibitors of Rin1-Abl protein binding, primary screen, biochemical, TR-FRET. Tyrosine-protein kinase ABL1 (Homo sapiens) + Ras and Rab interactor 1 (Homo sapiens), …. inhibition, % at 7.35 µM. 360,000 compounds, 0.4% hits. AID 588664, 2011; in the data active means inhibition above about 5%, passing the limit was not always enough
* hit, by the source's call; i = inactive; . = not tested or not shown.

SMILES	MsrA act	MLLE-PAM2 inh	E coli Lon inh	SKN-1 block	Neddyl block	NRP1-CendR mod	MT1-MMP act inh	FAS TE block	Rin1 Abl inh
COc1ccc(-n2c(SCC(=O)Nc3ccccc3)nc3c(c2=O)SCC3)cc1	-1	-11	3	-9	i	7	1	2	0
CCN(CC)C(=O)CSc1nnnn1-c1ccc(F)c(Cl)c1	0	8	2	-6	i	4	1	-1	0
C/C(N)=C(/C#N)C(=O)COC(=O)CC1CCCC1	-9	0	3	-25	i	-5	0	-4	0
CC(=O)N1CCc2cc(S(=O)(=O)N3CC(C)CC(C)C3)ccc21 (configuration not stated)	-3	-17	1	-2	i	6	7	20	2
Cc1nnc(NC2=NCCC2)o1	-1	-6	8	15	i	3	5	-8	-3
CCOc1ccc(Br)cc1C(=O)Nc1ccc(C(=O)NCC(C)C)cc1	-13	1	0	-5	i	-2	-1	1	-1
O=C(NC1CCCC1)c1ccc(S(=O)(=O)N2CCOCC2)cc1	-1	-15	-2	-3	i	-5	8	-5	-3
COc1ccc(NC(=O)C2(C)CCN2Cc2csc3ccccc23)cc1OC (configuration not stated)	-1	-9	-12	6	i	-8	1	13	-2
Nc1nonc1-n1nnc(C(=O)N/N=C/C=C/c2ccccc2)c1CSC1=NCCS1	-4	-8	-12	9	i	-12	-5	21	-1
COC(=O)N1CC(C)N(C(=O)OC)CC1C (configuration not stated)	3	-7	-4	9	i	8	1	-11	3
Cn1cc(S(=O)(=O)NC2CCCCCC2)c(=O)n(C)c1=O	-5	3	2	-11	i	-2	-6	-6	-2
COc1ccc(-n2nnnc2CNC(=O)c2ccc3ccccc3c2)cc1	-6	0	-1	-5	i	-2	-1	0	3
C[C@H]1CN([C@@H](C)CO)C(=O)Cc2cc(NC(=O)Cc3ccccc3)ccc2O[C@H]1CN(C)C(=O)Nc1cccc2ccccc12	-16	-7	-6	0	i	-9	.	0	4
Cc1ccc(NC(=O)CNCc2ccccc2)c(Br)c1	-1	7	-6	-5	i	1	2	5	1
O=c1oc2ccccc2c2nccnc12	-7	-9	-1	2	i	-8	4	-5	-5
Cc1ccc(S(=O)(=O)N2CCN(C(=O)CSc3ncc(C(F)(F)F)cc3Cl)CC2)cc1	0	-24	-4	-7	i	-2	-6	26	-2
O=C1CNC(=O)/C1=C\N1CCCCC1	-3	-4	1	5	i	2	-1	-8	1
CC(=O)c1cccc(OCc2cc(C(=O)N(C)CCc3ccccn3)no2)c1	-8	-14	14	1	i	1	2	-3	0
COc1ccc(S(=O)(=O)Nc2nc3n(n2)C(c2ccc(Cl)cc2)CC(=O)N3)cc1 (configuration not stated)	-13	-15	21	-10	i	12	-2	-9	0
COc1ccccc1CNC(=O)c1cc(C(C)=O)c[nH]1	-10	12	2	0	i	-4	4	-3	2
CCC(C)c1ccc(NC(=O)C2CC2)cc1 (configuration not stated)	-1	-9	3	-2	i	5	4	0	0
CC(NC(=O)c1cccnc1)C(=O)N1CCCCC1 (configuration not stated)	-3	4	3	6	i	8	-7	-4	1
COc1cc(OC)nc(Oc2ccccc2C(=O)Oc2ccc(Cl)cc2)n1	2	-16	-3	12	i	-1	6	43	-6
O=C(Nc1ccc(-c2nc3cc(Cl)ccc3o2)cc1)C1CCCO1 (configuration not stated)	-3	-7	1	24	i	-13	2	0	2
CN(Cc1ccccc1)C(=O)c1[nH]cnc1C(=O)Nc1ccon1	-2	3	-13	5	i	1	4	-11	2
Cc1ccc(NC(=O)CN2C(=O)S/C(=C\c3cccn3-c3cccc(C(=O)O)c3)C2=O)c(C)c1	-11	7	-2	5	i	-11	15	10	0
COc1ccc(CC(=O)NCc2ccc(Cl)cc2)cc1S(=O)(=O)N1CCOCC1	-1	-10	-5	3	i	-2	-1	-6	2
O=C(Cn1c(C(=O)NCCCN2CCOCC2)cc2sccc21)c1ccccc1	-1	7	-6	13	i	-4	2	-7	-1
CCc1nc(-c2ccccc2O)n(-c2ccccc2)n1	-1	14	-14	-8	i	0	2	-1	2
CC(=O)c1cc2c(cc1NS(=O)(=O)c1ccc(C)cc1)OCO2	-5	-8	-3	7	i	4	-1	13	0
COC(=O)c1ccccc1NC(=O)c1ccc2c(c1)OCCCO2	-2	-2	-5	12	i	3	-3	13	-2
O=C(NCC1CCCO1)c1cc2ccccc2nc1Cl (configuration not stated)	-9	8	-5	7	i	-5	-3	-4	2
Cc1coc2cc3oc(=O)c(CCC(=O)NCCCN4CCCC4=O)c(C)c3cc12	-1	-5	-5	4	.	0	-2	-2	4
Nc1nc(-c2cccs2)c(CC(=O)O)s1	-7	-15	-7	9	i	-5	-58	-10	-12
CC(C)C(=O)Nc1ncc(C(F)(F)F)cc1Cl	3	1	-1	8	i	0	-2	-5	0
O=C(Nc1ccc2oc(-c3ccncc3)nc2c1)c1ccc([N+](=O)[O-])o1	4	5	-3	35	i	6	-6	8	1
Brc1ccc([C@H]2C=C[C@H]3CCCN4CC[C@H]2[C@@H]3[C@]42CO2)cc1	-2	.	-4	14	i	0	1	2	.
COc1cccc(C2(O)CCN(C(=O)C3CCC3)CC2)c1	-3	-5	-4	6	i	12	-3	-8	-2
CCOC(=O)N1CCN(C2CCCN(C(=O)c3cccc(Cl)c3)C2)CC1 (configuration not stated)	-2	-2	7	6	i	6	1	-5	4
CCOC(=O)C1=C(C)NC2=C(C(=O)CC(C)(C)C2)C1c1ccsc1 (configuration not stated)	-1	-6	-6	2	.	-2	-6	0	1
C[C@H](CO)N1C[C@H](C)[C@@H](CN(C)S(=O)(=O)c2cccs2)Oc2c(NS(=O)(=O)c3ccc(F)cc3)cccc2C1=O	-2	-4	0	0	i	-7	-1	-2	-1
O=C(COC(=O)C1CC2CCCC(C1)C2=O)NC1CCCCC1 (configuration not stated)	-2	-1	0	10	i	-2	1	-5	-2
CCN(CC)S(=O)(=O)c1ccc(N/N=C/c2ccc(OC)c(OC)c2OC)nc1	-1	5	-20	-11	i	1	4	20	-4
O=C(c1ccccc1)c1ccc2nc(-c3ccc(NC(=O)c4ccccc4Br)cc3)[nH]c2c1	-5	-2	-4	6	i	5	0	2	-3
O=C(NCCC1CCCCN1S(=O)(=O)c1ccc(Cl)cc1)C(=O)NCc1ccncc1 (configuration not stated)	-4	-1	-1	-26	i	-4	-7	-4	1
Cc1noc(C)c1CSCC(=O)OCc1nc2ccccc2c(=O)n1CC#N	0	9	-12	8	i	-14	-6	-5	1
Brc1ccccc1-c1nnc(SCc2nc3ccccc3s2)o1	-7	-46	10	33	i	-17	-8	13	-7
Cc1ncc(C[n+]2csc(CCOC(=O)C34CC5CC(CC(C5)C3)C4)c2C)c(N)n1	0	27	-7	-3	i	5	-2	-1	1
COc1ccc(S(=O)(=O)Nc2ccc(NC(C)=O)cc2)cc1[N+](=O)[O-]	-2	11	-3	8	i	-2	4	-4	6
O=C(Nc1ccccc1)c1cccc2c(-c3cccnc3)coc12	-3	-6	-4	11	i	-11	4	6	-2
CSC1=NSC2=NC(=O)/C(=C\c3ccc(OC(=O)c4ccco4)cc3)C(=N)N12	-4	-18	-44	8	i	-41	-7	-3	0
COc1ccccc1CN1CC(C(=O)N(C)Cc2nc(C)cs2)CCC1=O (configuration not stated)	1	17	-3	1	i	-20	-3	-6	0
CCN(CC)S(=O)(=O)c1ccc(NC(=O)CSc2nnc(-c3cccc(OC)c3)n2C)cc1	0	-3	-3	5	i	0	9	-2	6
COc1ccc(NS(=O)(=O)c2cc(NC(=O)c3cnc(C)cn3)ccc2N2CCCCC2)cc1	-4	-1	1	4	i	-7	-3	55*	-3
CCCCN(C(=O)c1oc2ccc(OCC)cc2c1C)c1c(N)n(CC(C)C)c(=O)[nH]c1=O	6	-11	-14	-15	i	-11	-14	2	-2
Cc1cccc(CSC2=NCCN2C(=O)C2CC2)c1	0	15	0	31	i	7	-1	-2	1
COC(=O)C(NC(=O)COc1ccccc1)(Nc1nc2c(s1)CCCC2)C(F)(F)F (configuration not stated)	-1	5	1	0	i	3	-1	8	-1
CN(c1cccc(F)c1)c1cc2c(c3c1ccn3C)C1CCC2O1 (configuration not stated)	-3	-5	-2	10	i	14	0	26	-6
COc1ccc(S(=O)(=O)N2CCC(C(=O)NCCOc3ccccc3F)CC2)cc1OC	-7	-53	-2	-3	i	-6	1	-3	-1
CCOC(=O)C(C)n1cnc2c(nnn2-c2ccc(F)cc2)c1=O (configuration not stated)	-1	12	0	-7	i	3	-10	-7	-1

Looked up by compound from above (2):
SMILES	MsrA act	MLLE-PAM2 inh	E coli Lon inh	SKN-1 block	Neddyl block	NRP1-CendR mod	MT1-MMP act inh	FAS TE block	Rin1 Abl inh
COc1ccccc1CNC(=O)c1cc(C(C)=O)c[nH]1	-10	12	2	0	i	-4	4	-3	2
Brc1ccccc1-c1nnc(SCc2nc3ccccc3s2)o1	-7	-46	10	33	i	-17	-8	13	-7

Additional records.
SMILES	MsrA act	MLLE-PAM2 inh	E coli Lon inh	SKN-1 block	Neddyl block	NRP1-CendR mod	MT1-MMP act inh	FAS TE block	Rin1 Abl inh
Cc1cc(CNC[C@H]2O[C@@H](n3cnc4c(N)ncnc43)[C@H](O)[C@@H]2O)no1	1	1	-4	-11	i	0	2	-10	-3
CC(C)c1ccc(OCC(=O)Nc2ccccc2C(=O)N2CCOCC2)cc1	-4	17	-13	-7	i	10	2	-3	1
CCOc1ccc(N2C(=O)CC(NNc3nc4ccccc4s3)C2=O)cc1 (configuration not stated)	-6	4	-3	-7	i	0	0	4	1
COC(=O)c1sccc1-c1ccc(C(=O)Nc2cccnc2)o1	-4	5	5	20	i	-4	4	0	-6
CCOC(=O)c1c(NC(=O)CN2C(=O)NC3(CCCC3)C2=O)sc(C)c1CC	-10	1	-2	-14	i	8	-3	10	1
CCCCCc1nnc(NS(C)(=O)=O)s1	-5	-19	2	-7	i	5	-3	-7	3
COc1ccc(S(=O)(=O)N2CC(C)N(C(=O)N3CCOCC3)C2)cc1 (configuration not stated)	-4	2	-5	6	i	6	-2	-5	-1
C=CCOC(=O)C1=C[C@H](c2coc3ccccc3c2=O)[C@@H](CCCO)[C@H](OCC)O1	-2	8	26*	8	i	2	-3	-3	0
NC(=S)N/N=C/c1ccccc1OC(=O)/C=C/c1ccccc1	-6	-28	3	-9	i	2	3	1	-3
CC(C)CC1NC(=O)C(CC(C)C)N(CO)C1=O (configuration not stated)	-5	8	4	-7	i	2	2	-2	2
O=C(CN1C(=O)NC2(CCCC2)C1=O)Nc1ccc(OC(F)(F)F)cc1	-2	-3	3	-2	i	1	7	-2	3
CCOc1oc(-c2ccc(OC)cc2)nc1C(F)(F)F	-11	-1	0	9	i	9	1	13	1
CCOC(=O)c1c(C)c(C(=O)N2CCN(c3ccccc3)CC2)c(C)n1C	-3	25	-2	2	i	2	1	-3	0
